# Bioassay records (PubChem BioAssay)
# INS-1E GSIS act: GLuc luminescence reporter in INS-1E cells, primary screen for activators of glucose-dependent secretion of insulin; INS-1E GLuc reporter insulin secretion, 2-3 h; hit rate 0.61% among 370,000; activation, % at 16.6 µM; AID 743287, 2014;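 active = lowest replicate activation of at least 40%, so every replicate reaches that level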;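 note: 0% = median of neutral control wells and 100% = median of IBMX positive control wells; some compounds called inactive have numbers as strong as hits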
# PAX8 reporter: inhibitors of PAX8-driven TPO luciferase reporter, primary screen, RMG-I cells, single concentration | inhibition, % at 12.6 µM | SteadyGlo, 24 h | hit rate 1.2% among 360,000;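 active = mean replicate inhibition at least 60% with every replicate also reaching 60%; inconclusive = only one of the two criteria is met; inactive = mean below 60% and not all replicates reaching 60%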;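 note: luciferase light reporting Pax8 driven TPO promoter activity; plate controls were median of neutral control wells for no effect and mitoxantrone controls for full effect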
# EWS-Fli inh: EWS/Fli-driven NR0B1 reporter inhibitors, primary screen, A673 cells, NR0B1 luciferase, luminescence, MLPCN library | viability-normalised | inhibition, % at 12.6 µM | hit rate 0.67% among 350,000 | AID 651661, 2012;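 active = mean inhibition of at least 50% after viability correction, with every replicate also passing that limit; inconclusive = mean reaches 50% but only one of two replicates passes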;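 note: firefly luciferase signal divided by Alamar Blue viability fluorescence both relative to DMSO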
# F508del corr: F508del CFTR correction, initial screen, CFBE line, single point. CFBE cells, YFP halide quenching; stimulated with forskolin plus potentiator P3; % fluorescence drop versus neutral controls. activity (quench increase), % at 7.58 µM. hit rate 0.36% among 350,000. AID 720511, 2013;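 active = mean added fluorescence quench of at least 8% versus neutral control, with both replicates also reaching 8%; inconclusive = only one of the mean or replicate conditions met; inactive = mean below 8% and not both replicates reaching 8%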;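 note: cells transiently co-express mutant CFTR-F508del with the halide-sensitive YFP; corrector assay measuring rescue of mutant channel to the surface after 24 h compound exposure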
# FN deposition inh: inhibitors of fibronectin matrix deposition, primary screen, AH1F cells, Alexa488-fibronectin fluorescence, plate reader; AH1F fibroblasts, overnight; inhibition, % at 12.6 µM; hit rate 0.086% among 350,000; AID 743247, 2014;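 active = mean inhibition across replicates of 30% or more, regardless of how many single replicates reach that level; inconclusive = mean under 30% yet at least half of replicates reach 30%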;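 note: positive control wells lacked labelled fibronectin entirely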
#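 Assay system: AH1F fibroblasts / Quantity: 10000 cells per well / Medium: DMEM plus 2% serum, read in PBS / Reagent: labelled fibronectin 24 nM / Dosing: single dose, pinned / Times: 1 h cell attachment, overnight exposure to compound and label / Signal: fluorescence, ex 485 nm, em 525 nm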
# miR122 inh: miR-122 Renilla sensor signal increase in Huh7, primary screen, miR-122 inhibitor project, cell-based, single point, plate reader; Huh7 miR-122 Renilla luciferase sensor, 48 h; neutral wells = 0, positive control = 100; activation (reporter increase), % at 12.5 µM; hit rate 0.3% among 340,000; AID 602342, 2012;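 active = mean replicate activation score at least 90 and every replicate individually at or above 90; inconclusive = only one of the two criteria met; inactive = neither criterion met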;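 note: higher luciferase means less miR-122 activity so hits act as miR-122 inhibitors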
# DENV2 CPE rescue: inhibitors of DENV2 cytopathic effect, primary screen, cell-based, plate reader, single concentration. hit rate 1.7% among 350,000. DENV2-infected cells, cytopathic effect rescue. AID 651640, 2012. CPE inhibition, % at 9.99 µM; in the data active = CPE inhibition above about 20%, passing the limit was not always enough; inconclusive = no clear call, values can overlap the other calls; tested in BHK-21 cells;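 note: 0% = median of neutral control wells and 100% = median of positive control wells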
# * marks the source's active call; other numbers are inactive results; ? = inconclusive; . = not tested or not shown; & = joins results of further samples; [ ] = dose if it differs, or a comment.
1: COc1ccc(S(=O)(=O)N2CCC(C(=O)N3CCOCC3)CC2)cc1OC
2: O=C(COC(=O)c1cccc(-n2cnnn2)c1)Nc1c(Cl)cccc1C(F)(F)F
3: C[C@@H]1CCCCO[C@@H](CN(C)C(=O)Cc2ccccc2)[C@@H](C)CN([C@H](C)CO)C(=O)c2cc(NS(C)(=O)=O)ccc2O1
4: CN(C)C(=O)c1ccc(-c2ccc3c(c2)[C@@H]2[C@@H](CCN2C(=O)c2ccc(F)cc2)[C@H](CO)N3C)cc1
5: Cc1cccc(NC(=O)c2ccc(OCc3c(C)noc3C)cc2)c1C
6: Cc1ccc(NC(=O)c2sc3nc(C)nc(N4CCN(c5ccccn5)CC4)c3c2C)c(C)c1
7: COCC(=O)Nc1ccc2c(c1)C(=O)N(C)C[C@H](OC)[C@H](C)CN(Cc1ccccc1)[C@@H](C)CO2
8: Cn1nc(C(F)(F)F)cc1C(=O)O
9: O=S(=O)(NCc1cccnc1)c1ccc(Br)c2ccccc12
10: COC(=O)c1cccnc1SCc1ccccc1
Compound	1	2	3	4	5	6	7	8	9	10
DENV2 CPE rescue	-11	8	4	-16	-4	4	-9	?	?	.
F508del corr	-1.3	0.5	0.6	-2.0	-3.1	2.6	-0.4	0.1	-0.2	.
miR122 inh	.	-1	11[16.7 µM]	36[16.7 µM]	0	1	24[16.7 µM]	.	.	6
FN deposition inh	.	4	0	31*	9	5	-19	-2	3	0
EWS-Fli inh	-1	-4	-1	1	15	-19	-3	-7	5	.
PAX8 reporter	.	5	-21	21	6	28	.	-3	5	6
INS-1E GSIS act	.	3	3	-18	137*	24	-4	.	11	.

11: COc1ccc(-n2nc(C(=O)NCC(=O)NC(C)C)c3ccccc3c2=O)cc1OC
12: COc1ccc(CNC(=O)C2CCN(S(=O)(=O)c3cccc4nonc34)CC2)cc1
13: CC1CC(C)CN(C(=S)Nc2ccc(OC(F)F)cc2)C1 (centres undefined)
14: COc1ccc(C(C)=O)cc1COc1ccc(Cl)c(C)c1
15: Cc1ccc(CN2C(=O)C(C)Sc3ccc(C#N)cc32)cc1 (centres undefined)
16: O=C1CC(NNc2nc3ccccc3s2)C(=O)N1c1ccccc1 (centres undefined)
17: CCOC(=O)CSc1nc(C)c(C(C)=O)cc1C(N)=O
18: O=C(Oc1cccc2ccccc12)C1CC1
19: CCOC(=O)C1C(=O)CC(=O)CC1CC(C)SCC (centres undefined)
20: COc1cccc(NC(=O)N2[C@@H]3CNC[C@H]2C3c2ccc(-c3ccncc3)cc2)c1 (some centres undefined)
Compound	11	12	13	14	15	16	17	18	19	20
DENV2 CPE rescue	0	-3	-2	3	?	.	.	2	.	18&12
F508del corr	1.2	0.1	0.6	-4.7	-2.2	.	0.8	-2.2	.	0.8&1.4
miR122 inh	.	-7	47	.	1	4	0	5	-6	.
FN deposition inh	-5	5	-3	-2	7	1	8	8	0	0&-5
EWS-Fli inh	-10	3	-3	-6	4	.	0	28	.	24&-5
PAX8 reporter	-5	-12	-5	-10	15	.	6	-9	1	-24&-2
INS-1E GSIS act	12	2	-34	-13	.	10	3	1	.	19&17

21: O=C(c1ccncc1)N1CC[C@@H]2[C@H]1c1cc(-c3ccc(F)cc3)ccc1N[C@@H]2CO
22: CC(C)(C)NCCC(O)c1cc(C(F)(F)F)nc2c(C(F)(F)F)cccc12 (centres undefined)
23: CC(O)(c1cccc(F)c1)c1nc(-c2cccc(C#N)c2)cs1 (centres undefined)
24: O=C(CN1CCCc2ccccc21)Nc1cccc(S(=O)(=O)N2CCCC2)c1
25: COCCNC(=O)CSc1ccc(Cl)cc1
26: O=C(Nc1ccccc1F)N[C@H]1CC[C@H](CCNC(=O)C2CCCCC2)O[C@@H]1CO
27: C[C@@H]1CN([C@@H](C)CO)C(=O)CCCn2cc(nn2)CO[C@H]1CN(C)C(=O)c1ccncc1
28: CN1C=C/C(=C\c2cc[n+](C)c3ccccc23)c2ccccc21
29: CC(C)(CNC(=O)c1ccc(NS(=O)(=O)c2ccc(F)c(F)c2)cc1)N1CCOCC1
30: O=C(CCc1ccccc1Cl)Nc1cc(S(=O)(=O)N2CCOCC2)ccc1N1CCCC1
Compound	21	22	23	24	25	26	27	28	29	30
DENV2 CPE rescue	17	12	10	7	3	1	5&-3&0	-1	.	1
F508del corr	2.3	1.1	-0.7	.	.	-4.1	-1.3&0.9&-4.1	1.4	-0.2	1.1
miR122 inh	-11[16.7 µM]	-7	-1	10	.	23[16.7 µM]	1&-5[16.7 µM]	0	2	-5
FN deposition inh	0	2	.	5	-3	5	-2&2	0	1	-2
EWS-Fli inh	-5	16	12	16	10	-3	-5&-2&2	74*	3	7
PAX8 reporter	-6	.	12	23	-14	15	-17&7	97*	.	-5
INS-1E GSIS act	-4	.	-32	.	2	4	13&12	3	-11	-17

# 4 entries drawn at random from the list so far, as already listed:
25: COCCNC(=O)CSc1ccc(Cl)cc1
23: CC(O)(c1cccc(F)c1)c1nc(-c2cccc(C#N)c2)cs1 (centres undefined)
27: C[C@@H]1CN([C@@H](C)CO)C(=O)CCCn2cc(nn2)CO[C@H]1CN(C)C(=O)c1ccncc1
28: CN1C=C/C(=C\c2cc[n+](C)c3ccccc23)c2ccccc21
Compound	25	23	27	28
DENV2 CPE rescue	3	10	5&-3&0	-1
F508del corr	.	-0.7	-1.3&0.9&-4.1	1.4
miR122 inh	.	-1	1&-5[16.7 µM]	0
FN deposition inh	-3	.	-2&2	0
EWS-Fli inh	10	12	-5&-2&2	74*
PAX8 reporter	-14	12	-17&7	97*
INS-1E GSIS act	2	-32	13&12	3

# The list goes on.
31: NC(=O)c1cccc(-c2csc(C(O)c3cccc(Cl)c3)n2)c1 (centres undefined)
32: O=C(NCc1cccs1)c1ccccc1[N+](=O)[O-]
33: C[C@@H]1CCCCO[C@@H](CN(C)C(=O)Nc2ccc(F)cc2)[C@@H](C)CN([C@@H](C)CO)C(=O)c2cc(NC(=O)Nc3ccccc3)ccc2O1
34: CCOC(=O)c1c(NC(=O)CC2SC(=NC)N(C)C2=O)sc(C)c1C (centres undefined)
35: Cc1nn(-c2nnc(NC3CCCCC3)nn2)c(C)c1Br
36: CCCN=C1N(C)C[C@@H]2[C@@H]3C(=O)N(C)C(=O)[C@@H]3[C@](Cc3ccccc3)(C(=O)OC)N12
37: Cc1[nH]c(SCC(=O)Nc2cc(S(C)(=O)=O)ccc2Cl)nc1Cc1ccccc1
38: COCCn1c(CN2CCN(c3ccc(OC)cc3)CC2)nc2c1c(=O)n(C)c(=O)n2C
39: Cc1cccc(-n2ncc3c2CCCC3NC(=O)CCN2CCCCO2)c1C (centres undefined)
40: O=C(Cc1c(F)cccc1Cl)NCCN1CCOCC1
Compound	31	32	33	34	35	36	37	38	39	40
DENV2 CPE rescue	4	-4	?	.	.	1	4	.	1	1
F508del corr	0.6	.	-3.4	.	.	0.4	0.6	.	2.0	-0.3
miR122 inh	.	.	1[16.7 µM]	7	-4	-2	.	-2	-7	8
FN deposition inh	2	0	-3	5	.	6	8	1	3	-7
EWS-Fli inh	16	2	-6	.	-47	-2	4	.	9	-5
PAX8 reporter	5	-24	1	4	-112	2	-2	.	20	-2
INS-1E GSIS act	-4	16	-27	.	1	1	9	33	0	2

41: Cc1ncc([N+](=O)[O-])n1S(=O)(=O)c1ccc2c(c1)OCCO2
42: Cc1ccc(C)c(NC(=O)CN(C)C(=O)c2cccc(-n3cccc3)c2)c1
43: COc1ccc2nc(N3CCC(O)CC3)c(C#N)cc2c1
44: Cc1ccccc1C(=O)N(C)[C@H]1C[C@H]2c3[nH]c4ccccc4c3CCN2C(=O)[C@H]1[C@H](C)O
45: CCCCCCSc1cc(C)nc2ncnn12
46: CCOc1ccc(NC(=O)CN(C)C(=O)c2ccccc2SCC(=O)N2CCCC2)cc1OCC
47: C[C@@H]1CCCCO[C@@H](CN(C)C(=O)CCC(F)(F)F)[C@H](C)CN([C@@H](C)CO)C(=O)c2cc(NC(=O)NC3CCCCC3)ccc2O1
48: Cc1ccc(NC(=O)CN(C)C(=O)COc2cccc3cccnc23)cc1
49: Cc1c(C(=O)N2CCc3ccccc3C2)oc2ccccc12
50: CC(=C\c1ccccc1)/C=C1/SC(=S)N(CCCC(=O)O)C1=O
Compound	41	42	43	44	45	46	47	48	49	50
DENV2 CPE rescue	-11	-4	.	2	6	1	-6	.	-3	5
F508del corr	1.2	5.0	.	-0.7	-0.1	-0.3	0.1	.	1.3	1.2
miR122 inh	5	2	-14	-2	2	.	-4[16.7 µM]	.	.	-9
FN deposition inh	-2	0	3	0	-2	-10	.	6	.	-1
EWS-Fli inh	-6	2	.	-32	22	-6	11	.	-47	45
PAX8 reporter	2	5	-59	14	5	-13	.	1	-84	12
INS-1E GSIS act	-11	-7	.	-10	-2	24	-13	40*	16	-8

51: COc1ccccc1CCNC(=O)C(=O)NCC1OCCN1S(=O)(=O)c1cccs1 (centres undefined)
52: CC(C)Cn1c(N)c(C(=O)COC(=O)c2ccc(O)cc2)c(=O)n(C)c1=O
53: Cc1ccc(C)c(CSc2nc3[nH]ncc3c(=O)[nH]2)c1
54: O=C(C1CCCC1)N1C[C@@H]2[C@H](c3ccccc31)[C@@H](CO)N2C(=O)Nc1cccc(F)c1
55: C/C(CC(=O)NCCCN1CCOCC1)=N\NC(=O)COc1cccc2ccccc12
56: CC(=O)Nc1ccccc1OCC(O)CS(=O)(=O)c1ccc(C(F)(F)F)cn1 (centres undefined)
57: Cc1c(NC(=S)N/N=C/c2ccc([N+](=O)[O-])cc2O)c(=O)n(-c2ccccc2)n1C
58: COc1cccc(OCCn2cc(C(C)=O)c3ccccc32)c1
59: Cc1ccccc1S(=O)(=O)N1C[C@@H](O)COC[C@H]2O[C@@H](CC(=O)O)CC[C@@H]21
60: S=c1[nH]nc(-c2ccco2)n1/N=C/C=C/c1ccccc1
Compound	51	52	53	54	55	56	57	58	59	60
DENV2 CPE rescue	18	-1	10	3	3	-4	-2	-7	0	.
F508del corr	-1.4	4.2	16*	0.9	.	0.7	-1.2	0.6	-0.2	.
miR122 inh	.	.	.	33[16.7 µM]	-1	5	.	3	1[16.7 µM]	-8
FN deposition inh	-2	1	3	-11	-2	2	6	0	-5	-19
EWS-Fli inh	.	2	58*	4	3	10	10	4	5	.
PAX8 reporter	4	10	11	-10	34	3	12	20	-11	-2
INS-1E GSIS act	-1	-9	-13	-10	0	-3	-9	-24	10	.

61: OC1CCCN(Cc2nc(Cc3ccccc3Cl)no2)C1 (centres undefined)
62: COc1ccc([N+](=O)[O-])cc1/C=N/NC(=O)CNC(=O)c1cccc(F)c1
63: O=C(C[C@H]1C=C[C@H](NC(=O)Nc2cccc(F)c2)[C@@H](CO)O1)NCC1CC1
64: Cn1ncc(Cl)c1C(=O)N1CCN(c2ccccc2)CC1
65: N#Cc1ccc(C(=O)N/N=C/c2cn(CC(=O)O)c3ccccc23)c(F)c1
Compound	61	62	63	64	65
DENV2 CPE rescue	1	-15	-4	1	1
F508del corr	-2.8	1.5	1.8	5.0	2.0
miR122 inh	.	-5	.	.	.
FN deposition inh	.	4	0	1	6
EWS-Fli inh	-6	9	-7	-3	11
PAX8 reporter	-30	39	0	.	32
INS-1E GSIS act	11	.	-6	-11	3
